# Bcl-xL primary: blocks human Bcl-xL binding to Bim BH3 peptide; inhibition, % at 10.9 µM; Q07817; AID 2129; 320,000 compounds, 0.7% hits; GST-Bcl-xL / FITC-Bim BH3 peptide fluorescence polarization;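 active = inhibition above the mean of all tested compounds plus 3 SD, cutoff set per campaign, cut at about 30% in these data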;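 also: 0% = DMSO wells and 100% = unlabeled Bim-BH3 peptide competitor; inhibitors lower millipolarization by displacing the labeled peptide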
# PAD4 inh: PAD4 (human) enzyme inhibition; Q9UM07; recombinant PAD4, RCA probe fluorescence polarization; 330,000 compounds, 0.41% hits; AID 485272; inhibition, % at 6.36 µM;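 active = percent inhibition above a cutoff equal to the mean of all tested compounds plus 3 SD, cut at about 15% in these data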;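 also: 0% = PAD4 with RCA probe and DMSO and 100% = probe without PAD4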
# Target sequence (Q9UM07 whole entry, looked up): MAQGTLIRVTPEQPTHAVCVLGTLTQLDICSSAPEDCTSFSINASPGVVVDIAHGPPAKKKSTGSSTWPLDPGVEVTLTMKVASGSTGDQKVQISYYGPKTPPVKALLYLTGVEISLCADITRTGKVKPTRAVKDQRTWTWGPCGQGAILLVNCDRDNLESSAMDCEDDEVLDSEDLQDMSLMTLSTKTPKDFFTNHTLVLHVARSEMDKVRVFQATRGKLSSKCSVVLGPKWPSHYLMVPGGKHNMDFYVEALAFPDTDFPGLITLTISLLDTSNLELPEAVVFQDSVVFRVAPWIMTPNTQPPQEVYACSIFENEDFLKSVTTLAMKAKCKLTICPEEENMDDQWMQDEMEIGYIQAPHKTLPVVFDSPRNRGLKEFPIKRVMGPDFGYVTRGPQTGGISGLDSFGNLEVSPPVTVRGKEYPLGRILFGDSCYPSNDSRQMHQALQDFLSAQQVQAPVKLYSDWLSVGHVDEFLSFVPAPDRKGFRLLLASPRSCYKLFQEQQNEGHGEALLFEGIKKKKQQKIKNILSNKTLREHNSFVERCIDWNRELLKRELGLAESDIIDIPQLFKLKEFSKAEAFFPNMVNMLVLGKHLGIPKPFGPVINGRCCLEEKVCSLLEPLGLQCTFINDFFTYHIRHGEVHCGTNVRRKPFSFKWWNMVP
# GSTO1 inh: GSTO1 inhibition, counter-screen for RBBP9 inhibitors; recombinant GSTO1, activity-based probe fluorescence polarization; 300,000 compounds, 1.1% hits; P78417; inhibition, % at 5.96 µM; AID 1974;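 active = inhibition above the campaign mean inhibition plus 3 SD, cut at about 35% in these data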;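 also: 0% = GSTO1-1 with DMSO and 100% = wells lacking GSTO1-1 enzyme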
# MEX-5 binding: C. elegans MEX-5 TCR-2 RNA binding activity | Q9XUB2 | activity score (negative = inhibition of binding), % at 10 µM | 300,000 compounds, 0.38% hits | MEX-5/FITC-TCR2 RNA binding, fluorescence polarization; hits give low values;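 active = inhibition past about -25% in most replicates, and total fluorescence under double the plate's negative control median, limit read from the data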;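 also: 0% = DMSO and -100% = 5 µM competing unlabeled TCR2 RNA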
# GLD-1 RNA inh: GLD-1-TGE RNA interaction inhibition (C. elegans) | 320,000 compounds, 0.44% hits | Q17339 | purified GLD-1 + fluorescein TGE RNA, fluorescence polarization | inhibition, % at 5.96 µM;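 active = percent inhibition above a per-plate cutoff, the plate mean of test compounds plus 3 SD, cut at about 30% in these data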;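 also: 0% = DMSO wells with GLD-1 and probe and 100% = wells lacking GLD-1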
# Target sequence (Q17339 whole entry, looked up): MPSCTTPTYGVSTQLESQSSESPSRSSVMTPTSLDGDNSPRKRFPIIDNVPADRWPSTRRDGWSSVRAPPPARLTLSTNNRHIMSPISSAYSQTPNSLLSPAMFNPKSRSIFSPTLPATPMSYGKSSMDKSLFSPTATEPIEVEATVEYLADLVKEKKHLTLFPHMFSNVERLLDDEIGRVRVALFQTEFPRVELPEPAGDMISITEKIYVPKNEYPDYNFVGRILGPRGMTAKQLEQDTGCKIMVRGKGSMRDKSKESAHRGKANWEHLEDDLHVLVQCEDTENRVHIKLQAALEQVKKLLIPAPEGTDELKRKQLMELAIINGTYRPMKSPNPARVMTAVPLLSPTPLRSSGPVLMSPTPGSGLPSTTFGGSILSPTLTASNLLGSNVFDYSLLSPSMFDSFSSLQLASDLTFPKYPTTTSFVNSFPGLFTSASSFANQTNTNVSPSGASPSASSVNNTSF
# PME-1 inh: PME-1 (human) inhibition; 320,000 compounds, 0.53% hits; inhibition, % at 5.9 µM; recombinant PME-1, FP-Rh probe fluorescence polarization; Q9Y570;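 active = inhibition above the campaign mean of all compounds plus 3 SD, cut at about 26% in these data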;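 also: competitive labeling of PME-1 active site by serine hydrolase directed probe; 0% = PME-1 with DMSO and 100% = wells lacking PME-1 enzyme; inhibitors block probe labeling so polarization falls and inhibition rises; many of its hits are not listed in these tables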
# TPT1 inh: C. albicans TPT1 enzyme inhibition | 300,000 compounds, 0.81% hits | recombinant caTPT1, FP RNA substrate dephosphorylation | inhibition, % at 5 µM | AID 1962;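 active = inhibition above the mean of all tested compounds plus 3 SD, set per screening campaign, cut at about 24% in these data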;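 also: plate controls were DMSO alone for no effect and ferristatin control at 100 nM for full effect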
# Fam108B counter: blocks mouse Fam108B hydrolase in RBBP9 counter-screen; recombinant Fam108B, FP-Rh probe fluorescence polarization; inhibition, % at 9.51 µM; 300,000 compounds, 0.33% hits; AID 1947;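 active = inhibition above the screen mean inhibition plus 3 SD, computed separately per campaign, cut at about 18% in these data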;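 also: inhibitors lower polarization as less probe binds the enzyme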
# MCL1-BIM inh: disrupts human MCL1 binding to BIM-BH3 peptide. Q07820. GST-MCL1 / FITC-Bim-BH3 fluorescence polarization. inhibition, % at 10.9 µM. 320,000 compounds, 0.68% hits;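 active = inhibition above the mean inhibition of all tested compounds plus 3 SD, set per campaign, cut at about 40% in these data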;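 also: 0% = DMSO wells and 100% = unlabeled Bim-BH3 peptide control; higher means more loss of mP so more displacement of Bim peptide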
# Starred values were filed as active, the others as inactive; x = not tested or not shown.
SMILES,Bcl-xL primary,PAD4 inh,GSTO1 inh,MEX-5 binding,GLD-1 RNA inh,PME-1 inh,TPT1 inh,Fam108B counter,MCL1-BIM inh
CC1CCC(NC(=O)C(NS(=O)(=O)c2cccc3nsnc23)C(C)C)CC1 (stereo not drawn),0.7,3.9,2.0,-5.8,2.1,8.1,-0.3,2.8,-3.1
CC(C)(C)c1ccc(C(=O)OCC(=O)NCc2ccco2)cc1,-2.6,-2.9,x,x,8.2,-6.1,x,x,1.1
Nc1nc(Nc2ccccc2)nc(C(F)(F)F)n1,-1.1,4.1,8.0,-1.9,-4.0,-5.3,1.6,-9.0,-0.6
COc1ccc(C2=NN(CN3C(=O)C(=O)c4ccccc43)C(c3ccc(C)cc3)C2)cc1 (stereo not drawn),-3.2,-2.7,-0.3,0.3,5.0,-0.2,5.4,9.1,-6.3
Cc1cccc(C)c1NC(=O)CNC(=O)c1ccc2c(c1)OCCO2,-5.9,0.5,x,x,-2.5,0.2,x,x,-3.7
O=C(CNC(=O)c1ccccc1)OCc1cccc([N+](=O)[O-])c1,1.9,-4.2,-1.2,3.9,-1.4,3.0,1.3,5.2,5.2
COc1ccc(CN(C)Cc2c(O)ccc3ccccc23)cc1,5.2,-1.4,7.0,1.6,11.3,-9.6,-4.0,1.3,3.6
O=C(CCc1ccccc1)OCCN1CCOCC1,6.3,-7.5,-11.1,2.9,-0.8,-6.0,-5.2,-0.7,-0.2
C[C@H]1CCC[C@@]2(O[C@@H](CCO)C[C@H](O)[C@H]2O)O1,2.2,-3.8,0.2,-0.8,-5.1,-0.4,-1.9,3.6,6.2
O=C(CN1CCN(S(=O)(=O)c2ccccc2F)CC1)Nc1ccnn1C1CCCC1,-5.7,-0.2,x,x,8.7,-1.3,x,x,-1.7
CCCCCCN=CC1=C(O)CC(C)(C)CC1=O,6.2,2.0,-3.0,2.1,2.2,-6.1,-1.6,-1.1,8.7
CCc1nnc(NC(=O)CSc2nnc(-c3ccccc3NC(=O)c3ccccc3)o2)s1,-2.6,-1.4,11.5,-3.6,5.3,5.5,1.4,4.5,-1.7
CCOc1ccc(-c2nc(C)c(C(C)=O)n2O)cc1,0.9,-2.3,-8.8,0.3,2.4,-0.6,-1.8,2.3,-0.9
O=C(Nc1ccc(Cl)cc1)N1CCN(C(=O)C2CCCO2)CC1 (stereo not drawn),5.1,5.1,1.4,1.4,0.5,-1.1,-1.3,0.1,-1.9
O=C(CCC(=O)NNc1nc2ccccc2c2nc(-c3ccccc3)nn12)NCCCN1CCOCC1,-0.5,-4.5,-3.6,-3.0,4.2,-8.1,1.7,0.4,-2.9
CNCCCC1Sc2ccccc2Oc2ccccc21 (stereo not drawn),0.9,3.5,-5.8,-1.2,-3.6,1.2,-1.3,2.1,-4.9
COc1ccc([N+](=O)[O-])cc1N(CC(=O)NCc1ccco1)S(C)(=O)=O,4.1,-5.0,5.1,1.9,-6.1,2.8,-2.4,1.2,0.0
C=CCNC(=S)N1CCC(C(=O)c2ccc3c(c2)OCCO3)CC1,-0.9,-2.4,10.3,-1.1,10.1,5.5,-0.5,-3.4,2.5
O=C(N/N=C/c1ccc(Cl)cc1Cl)c1cccc(N2CCCC2=O)c1,-2.5,-0.4,-6.1,-1.0,-1.1,-8.0,-2.6,-6.6,-2.4
N#Cc1nc(Cc2ccccc2)oc1N1CCN(c2ccccc2)CC1,-3.0,-4.7,7.0,0.7,-2.6,1.7,0.6,1.2,-6.9
CCOC(=O)c1ccc(COC(=O)c2nonc2N)cc1,2.1,-1.3,-2.3,1.4,4.2,-6.8,-2.1,1.8,4.7
Cc1occc1-c1nc(-c2ccccn2)no1,3.3,-3.3,-0.4,1.1,-2.7,2.7,-2.9,3.5,4.6
COc1ccc(C(=O)CN2C(=O)NC3(CCCc4ccccc43)C2=O)cc1 (stereo not drawn),4.5,2.9,1.8,2.1,-3.6,1.2,0.3,1.7,0.9
CC(C)NC(C(=O)Nc1cc(Cl)cc(Cl)c1)c1ccccc1 (stereo not drawn),-1.0,-1.3,2.5,-1.5,6.5,-8.8,-3.0,-1.6,0.9
Cc1nc2cc(NC(=O)N3CCCC3)ccc2n1C,9.1,-2.8,13.4,-4.6,-6.2,-5.0,-1.4,-5.4,7.5

# (further entries)
SMILES,Bcl-xL primary,PAD4 inh,GSTO1 inh,MEX-5 binding,GLD-1 RNA inh,PME-1 inh,TPT1 inh,Fam108B counter,MCL1-BIM inh
COc1ccccc1C(=O)Nc1nnc(CCc2ccccc2)s1,3.6,2.6,1.6,1.9,3.8,4.2,-2.3,-0.7,-0.9
COC(=O)C1=NNC2(c3ccc(Cl)cc3)C(=O)N(c3ccc(Cl)cc3)C(=O)C12 (stereo not drawn),-5.0,0.8,-3.2,-2.2,-1.2,2.9,1.7,-1.4,-6.2
CC1(c2ccc([N+](=O)[O-])cc2)Nc2ccccc2S1 (stereo not drawn),7.0,17.1*,5.2,-2.1,-7.3,4.5,-0.9,4.5,21.0
O=C(OCc1ccc(Cl)c(Cl)c1)c1cccnc1Cl,7.2,-3.5,-0.7,-1.2,2.3,-5.7,0.1,-2.0,0.0
Cc1onc(-c2ccccc2)c1C(=O)Nc1cccc(S(=O)(=O)NC2=NCCC2)c1,7.9,0.6,x,x,6.0,7.5,x,x,7.8
O=C(c1cccc(S(=O)(=O)Nc2ccc(Br)cc2)c1)N1CCCC1,3.9,-3.0,1.2,1.1,8.9,3.4,-1.1,-1.0,1.8
CC1(C)CC2CC(C)(CN2c2ncnc3ccc(Br)cc23)C1 (stereo not drawn),0.3,-1.3,-4.5,0.2,-0.4,3.8,1.4,-4.7,0.4
CSc1ccccc1OCc1cc(C(=O)NCc2csc(C(C)C)n2)no1,4.6,3.0,-3.9,3.6,2.6,2.9,1.8,1.6,-5.7
Cc1ccccc1C(O)c1ccccn1 (stereo not drawn),2.7,-0.1,-0.9,-1.7,4.1,0.6,1.0,3.7,0.5
O=C(COC(=O)c1cccnc1Cl)c1ccc(F)cc1,4.6,0.5,4.2,0.4,2.7,2.7,1.9,-1.5,8.5
C=Cc1ccc(C2=CC(=O)C[C@H](c3ccc(OC)cc3)C2)cc1,1.5,-8.0,x,x,-1.1,-3.5,x,x,-5.1
Cc1ccc(C(=O)NNc2cc(=O)n(C)c(=O)n2C)cc1C,0.9,-10.6,7.6,0.9,3.2,-3.5,2.0,-3.1,2.3
COc1ccc(CCNC(=O)CSc2nnnn2Cc2ccc3c(c2)OCO3)cc1OC,5.8,-0.2,-2.0,-0.2,-4.1,-5.3,-1.5,-2.9,7.5
CCCn1c(SCC(=O)NCc2ccco2)nnc1-c1ccncc1,3.0,-3.9,6.8,0.1,5.6,1.1,1.7,0.6,6.0
CC(NCc1ccncc1)C12CC3CC(CC(C3)C1)C2 (stereo not drawn),7.0,1.4,3.4,1.5,4.8,3.9,-1.5,-0.2,5.0
O=S1(=O)CCO[C@H]2Cc3ccccc3[C@H]2N1Cc1ccc(Cl)cc1,0.0,0.2,37.7*,-1.7,-0.2,10.7,4.6,1.9,2.2
O=C(COC(=O)CC1CCCC1)Nc1ccc(Cl)cn1,-0.8,-1.0,x,x,3.5,-1.4,x,x,3.9
O=C(O)CCC(=O)Nc1sc2c(c1C(=O)Nc1ccccc1)CCCCC2,13.6,-0.3,15.6,0.2,7.0,5.3,3.2,-2.0,6.2
COC(=O)c1ccc(NC(=O)CSC2=Nc3ccccc3C3CC=NN23)cc1 (stereo not drawn),1.7,6.9,-6.8,1.2,4.8,-4.5,0.8,-8.2,4.5
Cc1ccc(CCNc2ccccc2C)cn1,4.7,-1.0,8.0,2.2,4.9,-4.5,-5.1,-3.8,-2.4
Cc1ccc(NC(=O)CN(C)C(=O)COC(=O)C2=COCCO2)cc1,0.1,-1.6,-12.2,3.4,1.6,-2.8,2.9,-1.9,-6.3
C[C@H]1O[C@@H](n2cc(F)c(=O)[nH]c2=O)[C@H](O)[C@@H]1O,10.0,1.9,8.4,-1.0,0.7,-13.4,0.8,2.2,4.4
O=C(CCNC(=O)c1ccccc1)Nc1nc2ccccc2s1,-11.7,-3.5,x,x,-0.2,-4.1,x,x,-17.9
CCOC(=O)c1[nH]c(C(=O)O)c(OC(=O)CC)c1C,1.2,-1.6,0.5,4.0,4.5,2.5,0.7,1.1,5.3
O=C(Nc1ccc(N2CCN(C(=O)c3cccs3)CC2)cc1)c1ccc(Br)o1,3.2,-3.0,x,x,7.2,-1.7,x,x,1.2

# Further compounds
SMILES,Bcl-xL primary,PAD4 inh,GSTO1 inh,MEX-5 binding,GLD-1 RNA inh,PME-1 inh,TPT1 inh,Fam108B counter,MCL1-BIM inh
CC(C)(C)NC(=O)NC(=O)CN1CCN(S(=O)(=O)c2ccccc2)CC1,4.3,-1.2,1.9,-0.3,2.2,3.3,-1.4,-3.9,2.9
CCOc1ccc(C(=O)/C=C/c2cn(CN3CCN(C)CC3)c3ccccc23)cc1,-5.5,-1.2,-6.5,x,-23.1,-33.4,17.7,3.7,-3.2
Cc1ccc(S(=O)(=O)CC(=O)Nc2ccc(Cl)cn2)cc1,-1.6,0.9,2.8,0.8,0.0,-1.4,-0.9,-1.2,-1.2
C[C@@H](NC(=O)c1nc[nH]c1C(=O)NCC(=O)OCc1ccccc1)c1ccccc1,3.2,0.7,3.4,3.9,-1.4,1.9,-2.1,5.5,3.5
O=C(NCC1CCCO1)c1ccc2c(c1)OCO2 (stereo not drawn),2.1,-0.3,0.3,15.9,5.1,1.9,-2.4,-0.4,4.6
CCC1CCCCN1C(=O)Cn1c(C(=O)OC)cc2ccsc21 (stereo not drawn),-1.4,-2.7,3.7,1.4,-0.7,-3.2,-1.8,-2.6,-5.0
Cc1nn(Cc2ccc(C(=O)O)o2)c(C)c1[N+](=O)[O-],-7.8,-4.0,-7.7,-0.1,8.8,-5.6,0.8,2.7,-8.0
COc1ccc(-c2csc(NC(=O)c3cccc(N4C(=O)CCC4=O)c3)n2)cc1OC,1.6,4.4,x,x,2.0,9.3,x,x,1.6
CCN(CC)CCCOC(=O)C1(c2ccccc2)CCCC1,5.3,-2.0,-9.8,-4.7,2.5,4.1,-3.5,9.2,4.5
Cc1nn(Cc2ccc([N+](=O)[O-])cc2)c(=O)n1-c1c(F)cccc1F,6.5,-3.5,-0.9,-1.5,2.9,6.5,-0.8,4.5,2.6
O=C(NCC1CCCN(Cc2ccccc2F)C1)c1cccc(C(F)(F)F)c1 (stereo not drawn),6.2,0.7,2.7,-5.6,5.3,-7.3,-3.9,-2.1,4.7
Nc1cc(N)nc(SCC(=O)Nc2ccccc2)n1,4.2,0.3,9.4,-1.4,-5.2,3.3,1.5,1.8,1.9
O=C(c1cc(F)ccc1F)C1CCCN(C(=O)c2ccco2)C1 (stereo not drawn),2.4,1.7,2.1,-0.2,4.0,3.2,-4.2,-0.5,5.5
Cc1c(Cl)cccc1NC(=S)NCc1cccn1C,5.2,-2.5,-1.4,1.8,1.3,3.3,-0.1,1.0,4.2
Cc1ccc(-c2cc3cccc[n+]3cc2-c2ccc(C)cc2)cc1,1.7,-3.1,-0.1,2.6,-2.0,-5.4,0.5,-2.8,-1.5
Cn1nnc(NC(=S)NC(=O)c2cccc3c(Br)cccc23)n1,8.8,2.4,14.0,0.1,-3.5,0.0,-0.8,-2.2,14.0

# Assay outcomes from PubChem BioAssay.

# A portion of the library; count on the stated rates, not on these rows.
